GSTO1 inh: counter-screen for RBBP9 inhibitors: inhibitors of human GSTO1 | P78417 | recombinant GSTO1, activity-based probe fluorescence polarization | inhibition, % at 5.96 µM | 300,000 tested, 1.1% active | AID 1974;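 active means inhibition above the campaign mean inhibition plus 3 SD, cut at about 35% in these data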;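 further: 0% = GSTO1-1 with DMSO and 100% = wells lacking GSTO1-1 enzyme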
Target sequence (P78417 whole entry, looked up): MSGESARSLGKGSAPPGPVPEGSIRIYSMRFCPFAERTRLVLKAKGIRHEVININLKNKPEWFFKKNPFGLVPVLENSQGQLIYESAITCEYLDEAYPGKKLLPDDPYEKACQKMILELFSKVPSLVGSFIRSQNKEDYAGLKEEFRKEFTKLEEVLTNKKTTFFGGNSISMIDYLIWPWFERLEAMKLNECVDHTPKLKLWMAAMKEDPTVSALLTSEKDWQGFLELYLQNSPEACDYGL
PME-1 inh: PME-1 (human) inhibition; inhibition, % at 5.9 µM; 320,000 tested, 0.53% active; AID 2130; recombinant PME-1, FP-Rh probe fluorescence polarization; Q9Y570;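 active means inhibition above the campaign mean of all compounds plus 3 SD, cut at about 26% in these data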;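 further: competitive labeling of PME-1 active site by serine hydrolase directed probe; 0% = PME-1 with DMSO and 100% = wells lacking PME-1 enzyme; inhibitors block probe labeling so polarization falls and inhibition rises; many of its hits are not listed in these tables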
MCL1 BIM primary: disrupts human MCL1 binding to BIM-BH3 peptide; Q07820; GST-MCL1 / FITC-Bim-BH3 fluorescence polarization; 320,000 tested, 0.68% active; inhibition, % at 10.9 µM;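 active means inhibition above the mean inhibition of all tested compounds plus 3 SD, set per campaign, cut at about 40% in these data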;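 further: 0% = DMSO wells and 100% = unlabeled Bim-BH3 peptide control; higher means more loss of mP so more displacement of Bim peptide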
PAD4 inh: PAD4 (human) enzyme inhibition; Q9UM07; recombinant PAD4, RCA probe fluorescence polarization; inhibition, % at 6.36 µM; 330,000 tested, 0.41% active; AID 485272;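 active means percent inhibition above a cutoff equal to the mean of all tested compounds plus 3 SD, cut at about 15% in these data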;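 further: 0% = PAD4 with RCA probe and DMSO and 100% = probe without PAD4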
Fam108B counter: counter-screen for RBBP9 inhibitors: inhibitors of mouse Fam108B. recombinant Fam108B, FP-Rh probe fluorescence polarization. inhibition, % at 9.51 µM. 300,000 tested, 0.33% active. AID 1947;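 active means inhibition above the screen mean inhibition plus 3 SD, computed separately per campaign, cut at about 18% in these data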;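 further: inhibitors lower polarization as less probe binds the enzyme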
BCLXL inh: blocks human Bcl-xL binding to Bim BH3 peptide. Q07817. GST-Bcl-xL / FITC-Bim BH3 peptide fluorescence polarization. inhibition, % at 10.9 µM. 320,000 tested, 0.7% active. AID 2129;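 active means inhibition above the mean of all tested compounds plus 3 SD, cutoff set per campaign, cut at about 30% in these data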;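 further: 0% = DMSO wells and 100% = unlabeled Bim-BH3 peptide competitor; inhibitors lower millipolarization by displacing the labeled peptide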
Target sequence (Q07817 whole entry, looked up): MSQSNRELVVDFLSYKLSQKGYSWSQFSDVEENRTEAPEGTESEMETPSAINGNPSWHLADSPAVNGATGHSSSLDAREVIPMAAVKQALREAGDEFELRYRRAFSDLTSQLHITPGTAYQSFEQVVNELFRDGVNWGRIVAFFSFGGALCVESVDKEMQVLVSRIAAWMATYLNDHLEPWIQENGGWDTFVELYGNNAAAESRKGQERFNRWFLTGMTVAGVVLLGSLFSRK
TPT1 inh: inhibitors of Candida albicans tRNA 2'-phosphotransferase TPT1. recombinant caTPT1, FP RNA substrate dephosphorylation. inhibition, % at 5 µM. 300,000 tested, 0.81% active. AID 1962;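 active means inhibition above the mean of all tested compounds plus 3 SD, set per screening campaign, cut at about 24% in these data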;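 further: plate controls were DMSO alone for no effect and ferristatin control at 100 nM for full effect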
MEX-5 binding: C. elegans MEX-5 TCR-2 RNA binding activity; MEX-5/FITC-TCR2 RNA binding, fluorescence polarization; stronger effect = lower value; activity score (negative = inhibition of binding), % at 10 µM; 300,000 tested, 0.38% active; AID 1832;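 active means inhibition past about -25% in most replicates, and total fluorescence under double the plate's negative control median, limit read from the data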;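 further: 0% = DMSO and -100% = 5 µM competing unlabeled TCR2 RNA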
Target sequence (Q9XUB2 whole entry, looked up): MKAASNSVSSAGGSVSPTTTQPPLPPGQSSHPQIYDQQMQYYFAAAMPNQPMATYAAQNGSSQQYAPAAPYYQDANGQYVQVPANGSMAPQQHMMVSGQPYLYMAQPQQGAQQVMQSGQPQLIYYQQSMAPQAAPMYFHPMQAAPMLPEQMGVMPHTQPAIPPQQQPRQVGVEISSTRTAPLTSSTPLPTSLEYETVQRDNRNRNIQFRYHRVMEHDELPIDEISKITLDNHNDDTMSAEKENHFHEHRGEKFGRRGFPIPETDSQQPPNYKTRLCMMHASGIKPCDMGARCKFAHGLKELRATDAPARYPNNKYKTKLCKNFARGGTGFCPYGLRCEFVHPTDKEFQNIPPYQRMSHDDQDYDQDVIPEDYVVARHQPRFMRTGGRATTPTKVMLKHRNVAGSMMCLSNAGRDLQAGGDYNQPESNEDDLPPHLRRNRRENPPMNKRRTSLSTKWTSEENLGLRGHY
GLD-1 RNA inh: GLD-1-TGE RNA interaction inhibition (C. elegans); 320,000 tested, 0.44% active; AID 2280; purified GLD-1 + fluorescein TGE RNA, fluorescence polarization; Q17339; inhibition, % at 5.96 µM;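 active means percent inhibition above a per-plate cutoff, the plate mean of test compounds plus 3 SD, cut at about 30% in these data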;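 further: 0% = DMSO wells with GLD-1 and probe and 100% = wells lacking GLD-1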
* marks the source's active call; other numbers are inactive results; . = not tested or not shown. These rows are one share of the data, so the mix of outcomes need not match the whole.

SMILES | GSTO1 inh | PME-1 inh | MCL1 BIM primary | PAD4 inh | Fam108B counter | BCLXL inh | TPT1 inh | MEX-5 binding | GLD-1 RNA inh
CC(NC(=O)C12CC3CC(C1)CC(n1cncn1)(C3)C2)C12CC3CC(CC(C3)C1)C2 (configuration not stated) | -1 | 3 | -3 | -2 | -2 | 6 | -1 | 1.6 | 7
COCCNC(=O)CN(C(=O)CCC(=O)Nc1nccs1)c1ccc2c(c1)OCO2 | 5 | 5 | -5 | -1 | 2 | -1 | -2 | -3.1 | 5
COc1ccc(CC(=O)OC(C)C(=O)Nc2ccc(Cl)cn2)cc1 (configuration not stated) | . | -2 | -8 | -1 | . | -4 | . | . | 0
COC(=O)c1cc(OC)c(OC)cc1NC(=O)c1c(-c2ccccc2)noc1C | -8 | -3 | 5 | 2 | -3 | 3 | -2 | . | 11
CCCCSc1nc(SCC(=O)NCc2ccco2)c2c3c(sc2n1)COC(C)(CC)C3 (configuration not stated) | -15 | -3 | 6 | -1 | -3 | 4 | 1 | -0.9 | 6
CN(C)C(=O)C1CC(=O)OC12CCCCC2 (configuration not stated) | -7 | 8 | 5 | 7 | 1 | 1 | 2 | -2.3 | 6
CCN(CC)S(=O)(=O)c1ccc(N2CCCC2)c(NC(=O)c2c(-c3ccccc3)noc2C)c1 | -7 | 5 | -12 | 0 | -5 | -4 | 4 | -0.3 | -3
COc1ccccc1C(=O)NC1CCCCCCC1 | -6 | 1 | -4 | -2 | 1 | 4 | -2 | 2.8 | 6
Cc1ccc(Cn2nc(C)c(NC(=O)CCCn3nc(C)c([N+](=O)[O-])c3C)c2C)cc1 | 5 | -5 | 2 | -3 | -5 | 1 | 0 | 1.2 | -8
Cc1nc(NC(=O)COC(=O)C2=NNC(=O)CC2)c(Cl)cc1Cl | -3 | -4 | 15 | 1 | 0 | 7 | -8 | -1.5 | 7
CCOc1ccc(NS(=O)(=O)c2c(C(=O)N3CCCCCC3)c(C)n(C)c2C)cc1 | -1 | 5 | 6 | 4 | 2 | 1 | 0 | 1.0 | 0
CC(C)(C)NC(=O)C(=O)N/N=C/c1ccc(Br)cc1 | 4 | -5 | -6 | -2 | -3 | 5 | 2 | 2.0 | 4
CC(C)(C)OC(=O)N1CC=C2C(C#N)=C(N)C(C#N)(C#N)[C@H](c3cccnc3)[C@H]2C1 | 4 | 7 | 67* | -1 | 0 | 53* | -1 | -28* | 37*
Cc1c(C(=O)OCc2nc3ccsc3c(=O)[nH]2)oc2ccccc12 | . | 1 | -9 | -1 | . | -7 | . | . | -4
CCC(C)(C)NC(=O)C(c1ccc(O)cc1)N(CCOC)C(=O)CCC(=O)Nc1nccs1 (configuration not stated) | -1 | 4 | 3 | -3 | -3 | 1 | -2 | 0.4 | 0
COc1ccccc1CNC(=O)CNC(=O)c1ccc(Br)o1 | 3 | 6 | -6 | -3 | 3 | -2 | 1 | 0.9 | -8
COCCNC(=O)C(c1ccco1)N(C(=O)Cn1nnc2ccccc21)c1cc(C)ccc1C (configuration not stated) | -2 | -4 | 4 | -2 | 1 | 3 | -1 | -0.3 | 1
CC(Sc1nc(-c2ccccc2)cc(C(F)(F)F)n1)C(=O)N1CCOCC1 (configuration not stated) | 3 | 0 | 8 | -1 | 0 | 2 | -1 | -2.1 | -3
Cc1ccc(N(C)S(=O)(=O)c2ccc3c(c2)NC(=O)C(C)S3)cc1 (configuration not stated) | -4 | 9 | -10 | -1 | -2 | 1 | -5 | -0.6 | 8
C=CCN1CCN(Cc2cnc(Cl)s2)CC1 | -1 | -6 | -13 | -8 | -6 | -6 | 3 | -1.0 | -4
CCOc1ccc(C2C(C#N)=C(N)SC(N)=C2C#N)c(OCC)c1 | -27 | -21 | -116 | -18 | -29 | -58 | 150* | 2.2 | -80
Cc1onc(NC(=O)CSCC(=O)O)c1Br | 0 | -1 | 3 | 0 | 1 | 6 | -2 | . | -2
CNC(=S)Nc1cc(OC)c(NC(=O)c2ccco2)cc1OC | -5 | -10 | 6 | 0 | 0 | 4 | 1 | 0.9 | 3
Cc1ccc(CNC(=O)C2CCC(CNS(=O)(=O)c3cccc4cccnc34)CC2)cc1 (configuration not stated) | 15 | 0 | 3 | -2 | 5 | 2 | -1 | -1.8 | 6
CCN1CCN(c2nc3ccccc3nc2NS(=O)(=O)c2ccc(NC(C)=O)cc2)CC1 | -4 | 1 | 5 | 1 | 2 | 4 | -2 | -3.6 | 3
More results follow:
SMILES | GSTO1 inh | PME-1 inh | MCL1 BIM primary | PAD4 inh | Fam108B counter | BCLXL inh | TPT1 inh | MEX-5 binding | GLD-1 RNA inh
CCCc1nnc(SCC(=O)Nc2ccccc2F)o1 | -3 | -1 | -4 | 6 | 1 | 2 | 1 | -1.2 | 10
CCOc1ccccc1OCC(=O)Nc1nc2ccccc2[nH]1 | 8 | -5 | -1 | -8 | 3 | 5 | -3 | -1.3 | 2
Cc1ccc(S(=O)(=O)N2CCN(C(=O)CSc3nc4ccccc4c(=O)[nH]3)CC2)c(C)c1 | -12 | 22 | -6 | -1 | 0 | -4 | -1 | -1.8 | 1
Cn1c2ccccc2c2nnc(NN)nc21 | -2 | 11 | 11 | -4 | 0 | 7 | -1 | -0.9 | -5
COCCn1c(=S)[nH]c2cc(C(=O)NCCc3ccccc3)ccc2c1=O | 10 | 4 | -3 | 1 | -5 | 3 | -1 | -0.7 | 3
O=C(COC(=O)CNC(=O)C1CCCCC1)Nc1ccc(Cl)cc1F | 2 | 2 | -1 | -1 | 2 | 2 | 0 | 1.6 | 2
CCn1c(=O)c2cc(C(=O)NCCC(C)C)sc2c2ccccc21 | -9 | 1 | 3 | -1 | 1 | 2 | 1 | -2.7 | 2
CCC(=O)Nc1cc(-c2nnc(OC)c3ccccc23)ccc1N1CCOCC1 | 2 | 2 | 6 | 3 | 3 | 8 | 0 | -1.2 | -1
CC(C)(C)NC(=O)CSc1nnc(Cc2ccc3c(c2)OCO3)n1C1CCCCC1 | 1 | -2 | 5 | -3 | 0 | 2 | -1 | 0.6 | -4
COc1cccc(NC(=O)Nc2nnc(Cc3ccc(OC)c(OC)c3)s2)c1 | -10 | -27 | 3 | -1 | -22 | 0 | -4 | -0.2 | -3
CCOC(=O)C1(Cc2ccc(Cl)cc2)CCN(C(=O)C2=NNC(=O)CC2)CC1 | 3 | -4 | -3 | -3 | 4 | 2 | 4 | -4.6 | -5
N/C(Cc1ccc([N+](=O)[O-])cc1)=N\OC(=O)c1ccco1 | -2 | 3 | 10 | 2 | 2 | 13 | -1 | 2.8 | -5
O=C(Oc1ccc(C(=S)N2CCOCC2)cc1)c1cc([N+](=O)[O-])cc([N+](=O)[O-])c1 | 0 | 0 | 6 | -1 | -6 | 1 | -3 | -1.1 | 0
O=C(CSc1cccc[n+]1[O-])NCCCc1ccccc1 | 0 | 2 | -10 | 0 | -3 | -5 | -1 | -0.4 | 0
COc1cccc(CNC(=O)CCC2CCCN(C(=O)c3cc(C)[nH]n3)C2)c1 (configuration not stated) | -2 | 4 | 3 | -2 | 1 | 8 | -2 | 2.1 | 2
Cc1cc(C)nc(Nc2n[nH]c(-c3ccccc3C)n2)n1 | -5 | -2 | 8 | 4 | 3 | 5 | -2 | 0.7 | -5
O=C1C2C3CCC(C3)C2C(=O)N1c1ccc(OS(=O)(=O)c2ccccc2)cc1 (configuration not stated) | -1 | 4 | 3 | -3 | 3 | 4 | -2 | 0.9 | -1
COCCNC(=O)COCc1cc(-c2ccc3c(c2)OCO3)on1 | 1 | -6 | 0 | -1 | 0 | 4 | -3 | 0.6 | 2
O=C(N=C1N=C2C=CC(Br)=CN2Cc2ccccc21)c1ccc([N+](=O)[O-])cc1[N+](=O)[O-] | -2 | -2 | 3 | -6 | -1 | 5 | -1 | 1.3 | -3
CC1CC(C)CN(C(=O)c2nn(C)c3c2CS(=O)(=O)c2ccccc2-3)C1 (configuration not stated) | 2 | -4 | -1 | -7 | -3 | 0 | 0 | 0.9 | -10
C/C(=N\NC(=O)CNc1ccccc1Cl)C(C)(C)C | 6 | 5 | 7 | 1 | 5 | 3 | 0 | -1.1 | 6
CCN(Cc1ccccc1)C(=O)Cn1c(=O)n(CC(=O)N2CCCCC2)c(=O)c2sccc21 | 6 | -6 | 11 | 5 | 0 | 9 | 0 | 0.0 | 1
N#Cc1c(N)c(C(=O)c2ccccc2)n2c1CCCC2 | -1 | -7 | 10 | 3 | 6 | 3 | -1 | 0.9 | 4
CC(=O)C1C(c2ccc(C)cc2)c2c(n[nH]c2C)CC1(C)O (configuration not stated) | -4 | 1 | 5 | 0 | -4 | 8 | -6 | 2.8 | 6
COc1cccc(CNC(=O)CCNC(=O)c2ccccc2OC)c1 | 2 | -4 | 8 | 2 | 2 | 0 | -1 | -1.7 | 4

Reprinted from the part before: 2 compounds; new compounds follow.
SMILES | GSTO1 inh | PME-1 inh | MCL1 BIM primary | PAD4 inh | Fam108B counter | BCLXL inh | TPT1 inh | MEX-5 binding | GLD-1 RNA inh
CC(=O)C1C(c2ccc(C)cc2)c2c(n[nH]c2C)CC1(C)O (configuration not stated) | -4 | 1 | 5 | 0 | -4 | 8 | -6 | 2.8 | 6
COc1cccc(CNC(=O)CCNC(=O)c2ccccc2OC)c1 | 2 | -4 | 8 | 2 | 2 | 0 | -1 | -1.7 | 4
COc1cc2ccccc2cc1C(=O)N(CCN(C)C)c1nc2ccc(Br)cc2s1 | 8 | -6 | 13 | -2 | -5 | 3 | -3 | -1.8 | 11
O=C(OCn1nnc2ccccc2c1=O)c1cc2ccccc2o1 | 15 | -2 | 1 | -1 | 1 | 3 | -1 | 2.7 | -3
O=C(Nc1ccc(OC(F)(F)F)cc1)C1CC(c2ccc(F)cc2)=NO1 (configuration not stated) | 0 | -8 | -5 | -5 | -3 | 0 | -1 | 0.5 | 2
CCc1cccc(C)c1NC(=O)CN1CCN(S(=O)(=O)c2ccc(C(C)(C)C)cc2)CC1 | -4 | 8 | 0 | -3 | -2 | -2 | -2 | 1.6 | 1
CN1/C(=C\C(=O)COC(=O)c2ccccc2O)C(C)(C)c2ccccc21 | 1 | -4 | -6 | -7 | -7 | 0 | 4 | 3.8 | 12
COc1cc(C)c(S(=O)(=O)Nc2ccccc2F)cc1C | 0 | -5 | 4 | 2 | -3 | 6 | -7 | 1.5 | 3
Cc1ccc(CC(=O)N2CC(C)OC(C)C2)cc1 (configuration not stated) | 4 | 2 | -8 | -4 | 2 | -13 | 2 | 0.9 | -4
CSc1nc(-c2ccco2)nn1C(=O)c1ccc(C)cc1 | 15 | -1 | 3 | 2 | 0 | 6 | -1 | 0.0 | 4
CN1CCN(C2Cc3ccccc3Sc3ccc(Cl)cc32)CC1 (configuration not stated) | -1 | 8 | 5 | 0 | 3 | 4 | -1 | . | 2
COc1ccc(CNC(=O)C(c2ccco2)N(C(=O)c2csnn2)c2cccc(C)c2C)cc1 (configuration not stated) | 6 | -5 | -1 | 2 | -4 | 4 | -3 | 2.0 | -6
O=C1CN(C(=O)CSc2nncn2-c2ccccc2)c2ccccc2N1 | -6 | -1 | -11 | 0 | 0 | -6 | 1 | 1.8 | 7
CCOC(=O)CNC(=O)c1ccc(Br)s1 | 2 | 7 | 7 | 0 | 1 | 3 | -3 | 0.3 | 0
CCC1CCCCN1CCCNC(=O)c1ccc2c(c1)c(C)c(C)n2CC (configuration not stated) | -1 | 0 | 2 | -7 | 2 | 5 | 0 | 2.5 | 6

From PubChem
